Source: PubChem (The Scripps Research Institute Molecular Screening Center)
PrPC surface inh: inhibitors of human cell surface prion protein PrPC; AID 720596; inhibition, % at 13.8 µM; hit rate 0.43% among 370,000; TR-FRET read-out; P04156; in the data active means inhibition above about 24%; further: 0% = median of the test wells and 100% = reference compound wells
CCHFV vOTU inh: CCHFV vOTU protease inhibition; Pep-AMC fluorescence; inhibition, % at 11.5 µM; hit rate 0.55% among 370,000; AID 651958; in the data active means inhibition above about 30%; further: 0% = vehicle wells with enzyme and 100% = no enzyme wells
Starred values were filed as active, the others as inactive.

SMILES	PrPC surface inh	CCHFV vOTU inh
O=C1CC(c2ccccc2)n2nc(NC(=O)c3cccnc3)nc2N1 (stereo unspecified)	-0.5	4.1
S=c1[nH]nc(-c2n[nH]c3c2CCC3)n1N=Cc1c2ccccc2cc2ccccc12	-9.9	7.2
CCn1c(SCC(=O)N/N=C/c2cccc(Oc3ccccc3)c2)nnc1-c1ccccc1	-4.6	2.0
CC(=O)c1cc(-c2ccccc2)n(CC(=O)NCc2ccccc2)c1C	9.9	5.4
CC(C)CNc1cccc2c1S(=O)(=O)N(Cc1cn(Cc3cccc(F)c3)nn1)Cc1ccccc1O2	1.8	2.6
O=C(NCc1ccc(C(=O)NCC2CCCO2)cc1)c1cccc(Br)c1 (stereo unspecified)	-5.4	-0.5
N#CCc1ccc(OC[C@@H](O)CN2CCC(C(O)(c3ccccc3)c3ccccc3)CC2)cc1	-9.5	-8.5
O[C@H](COc1cccc(Cl)c1)CN1CCC(C(O)(c2ccccc2)c2ccccc2)CC1	0.2	9.4
COC(=O)[C@]12CCCCC=C1N(Cc1ccc(OC)cc1)C(=O)[C@@H]2CC(=O)NCc1ccc(OC)c(OC)c1	4.5	5.7
CC(=O)c1cc(-c2csc(C=O)c2)c(=O)n2c1CCC2	3.3	1.0
Cc1nn(-c2ccccc2)c2sc(C(=O)NCc3ccc4c(c3)OCO4)cc12	4.0	3.2
COc1cccc(NC(=O)Nc2c(-c3ccc(C)cc3)nc3ncccn23)c1	1.4	-12.9
COc1ccc(-c2nnc(SCC(=O)NN=C(C)c3cccc4ccccc34)n2-c2ccc(C)cc2)cc1	-4.0	6.4
C[C@@H]1CCCN1c1cccc2c1S(=O)(=O)N(C1CC1)CCCO2	-10.4	2.9
COC(=O)c1cc(-c2ccc(C)c(C)c2)c(=O)n2c1CCC2	-9.5	0.7
Cc1ccccc1C(=O)N1CCC(Oc2cccnc2)CC1	-1.6	-3.6
CC(C)c1ccc(OC[C@@H](O)CN2CCC(C(O)(c3ccccc3)c3ccccc3)CC2)cc1	-18.1	19.9
Cc1ccc(-c2cc(-c3nnc(SCc4cccc5ccccc45)n3N)[nH]n2)cc1	-3.1	14.1
COc1cccc(N(C)C(=O)[C@@H](C2CC2)[C@@H](O)c2ccc(C(C)=O)cc2)c1	-3.0	-3.3
CCCCCN1CCCCC(NC(=O)c2cccc(C(F)(F)F)c2)C1=O (stereo unspecified)	-3.4	14.8
Cc1ccc(C(=O)N2CCC(Oc3cccnc3)CC2)cc1	-2.7	-0.1
C/C(=N\NC(=O)Cc1cc(=O)[nH][nH]1)c1ccc([N+](=O)[O-])cc1	-18.2	7.9
COC(=O)c1cccc(Cn2ccc3ccc(-c4ccc5ccn(C(=O)c6cccc(OC)c6)c5c4)cc32)c1	-7.9	12.1
CCCCOCCCNC(=O)C[C@H]1C[C@@]2(C(=O)OC)C(=C[C@H](COCc3ccccc3)O[C@@H]2C)N(CCc2ccc(OC)c(OC)c2)C1=O	-4.3	7.2
COC(=O)[C@]12C[C@H](CC(=O)NCc3cccc4ccccc34)C(=O)N(Cc3ccco3)C1=C[C@H](C(C)C)O[C@@H]2C1CC1	7.1	12.5
CC(C)CSc1nnc(-c2cccnc2)n1Cc1ccccc1	-5.2	3.8
CCC(NC(=O)CN1CCN(c2cccc(OC)c2)CC1)c1ccccc1 (stereo unspecified)	-2.7	0.6
COc1cccc(N(C)C(=O)[C@@H](C2CC2)[C@@H](O)c2ccc(Cl)cc2)c1	11.0	3.5
O=C(Cc1cccc2ccccc12)N/N=C/c1ccc(Sc2cccc3cccnc23)o1	6.2	1.4
N#Cc1ccc(/C=C2\CC3(OC(=O)c4ccc(F)cc4)CCCN2C3)cc1 (stereo unspecified)	0.4	3.7
O=C(OC12CCCN(C1)/C(=C/c1ccncc1)C2)c1ccccc1 (stereo unspecified)	2.2	1.5
CCCOc1ccc(-c2cc(C(C)=O)c3n(c2=O)CCC3)cc1	5.0	11.3
COC(=O)[C@]12C[C@H](CC(=O)NCC3CCCCC3)C(=O)N(Cc3cccc4ccccc34)C1=C[C@H](C1CCCC1)O[C@@H]2C	-2.0	28.9
O=C(OC12CCCN(C1)/C(=C/c1ccncc1)C2)c1cccc(F)c1 (stereo unspecified)	-3.1	-0.3
CSCCCNc1nc(C)nc2c1nnn2Cc1ccccc1	5.0	16.8
c1ccc(Cn2c(SCC3CCCCC3)nnc2-c2cccnc2)cc1	-1.5	4.4
COc1ccc(S[C@]2(C(=O)N3CCN(C(C)=O)CC3)CC(=O)N[C@@H]2c2ccc(OC)cc2)cc1	-1.9	-1.4
COC(=O)[C@]12C[C@H](CC(=O)N3CCSCC3)C(=O)N(Cc3ccco3)C1=C[C@H](C1CCCC1)O[C@@H]2C	3.0	-2.6
NC1=[N+](Cc2ccccc2)C[C@H]2C(=C3CCCC[C@H]3n3c(=O)n(-c4ccccc4)c(=O)n32)N1	-2.6	-7.3
COC(=O)[C@]12C[C@H](CC(=O)NCCC(C)C)C(=O)N(Cc3cccc4ccccc34)C1=C[C@H](C(C)(C)C)O[C@@H]2C	-4.8	28.8
COC(=O)[C@]12C[C@H](CC(=O)NCc3cccc4ccccc34)C(=O)N(Cc3ccco3)C1=C[C@H](C(C)(C)C)O[C@@H]2C	0.3	24.2
COc1ccc(C2c3ccccc3NC3C2C(=O)N(Cc2ccc(OC)cc2OC)[C@H]3Cc2ccccc2)cc1 (stereo partly specified)	-5.2	-2.8
CCCCCCCCNS(=O)(=O)/C=C/c1cc(C)ccc1CNC(=O)OC(C)(C)C	-0.2	29.5
COCCNC(=S)N(C)[C@H]1C[C@H]2c3[nH]c4c(-c5cccc(C)c5)cccc4c3CCN2C[C@H]1[C@H](C)O	-10.0	-10.7
O=C1C(NC(=O)C(F)(F)Br)CCCCN1Cc1cccc(C(F)(F)F)c1 (stereo unspecified)	-2.3	1.8
COC(=O)C1CN(Cc2cn(Cc3ccc(F)cc3)nn2)CCS(=O)(=O)N1Cc1ccc(Cl)cc1 (stereo unspecified)	-5.7	1.0
Cc1ccc(-c2cc(C(=O)NN=Cc3cccc(OCc4ccccc4)c3)[nH]n2)cc1C	10.0	7.0
COc1ccc(C)cc1NC(=O)CSc1nnc(-c2n[nH]c3c2CCC3)n1N	-2.7	1.9
CCN(Cc1cn(CC2CCCCC2)nn1)S(=O)(=O)c1ccccc1Br	8.6	9.2
O=C(c1ccc(F)cc1F)N1CCC(Oc2cccnc2)CC1	7.5	10.3
Nc1nc(Cl)nc2c1ncn2[C@@H]1O[C@H](CO)[C@@H](O)[C@@H]1F	11.2	-10.2
CCOC(=O)Nc1ccc2c(c1)[C@]1(CC(=O)N(CC(C)C)C1c1ccccc1)C(=O)N2C (stereo partly specified)	1.0	-1.9
CCCCCCCCN1C(=O)[C@@H](CC(=O)N2CCOCC2)C[C@@]2(C(=O)OC)C1=C[C@H](COCc1ccccc1)O[C@@H]2C	-3.5	9.7
O=C(Nc1nc(Cc2ccccc2)c(Cc2ccccc2)n1Cc1ccccc1)c1ccccc1	3.1	1.7
COC(=O)[C@]12C[C@H](CC(=O)NCc3cccc(C(F)(F)F)c3)C(=O)N(CCc3ccc(OC)c(OC)c3)C1=C[C@H](C(C)C)O[C@@H]2C1CC1	6.1	25.4
CCCCCCCCN1CCS(=O)(=O)N(Cc2ccc(Cl)cc2)C(C(=O)OC)C1 (stereo unspecified)	4.3	18.4
COC(=O)[C@]12C[C@H](CC(=O)N3CCN(C(=O)C4CC4)CC3)C(=O)N(CCC3=CCCCC3)C1=C[C@H](C(C)C)O[C@@H]2C1CC1	1.0	9.4
C/C(=N/NC(=O)c1ccoc1C)c1cccs1	5.5	2.3
COc1ccc(C(=O)N2CCC(Oc3cccnc3)CC2)c(OC)c1	-2.7	-4.2
CCOc1cc2nc(-c3ccc(OC)c(OC)c3)nc(N3CCOCC3)c2cc1OC	-11.1	7.6
(list continues)
SMILES	PrPC surface inh	CCHFV vOTU inh
CCn1c(SCC(=O)Nc2cc(C)on2)nc2sc(C)c(C)c2c1=O	-9.8	2.3
Cc1ccccc1CN1CCCCC(NC(=O)C2CCCCC2)C1=O (stereo unspecified)	3.2	1.9
O=C(CSc1nnc(-c2ccc(Cl)cc2)n1Cc1ccco1)Nc1ccc(S(=O)(=O)Nc2nccs2)cc1	11.9	17.3
CC(c1ccccc1)n1cc(C(=O)NC2CCCC2)nn1 (stereo unspecified)	3.2	1.8
CCOC(=O)C1CCN(S(=O)(=O)c2ccc(-c3nc4ccccc4s3)s2)CC1	-10.4	0.1
N#CC(C(=O)OC1CCCCC1)c1nc2ccccc2nc1N1CCCCC1 (stereo unspecified)	-0.2	-0.6
O=C(C1CCCN(S(=O)(=O)c2cccs2)C1)N1CCN(Cc2ccccc2)CC1 (stereo unspecified)	-3.2	-5.5
CCOC(=O)CN(C(=O)CSc1nnc2c(n1)[nH]c1c(C)cc(C)cc12)c1ccccc1	3.1	6.0
CSCCCNC(=O)CN1C(=O)C2CCCCN2C(=O)c2ccccc21 (stereo unspecified)	5.1	-0.7
Cc1ccccc1CN1CCCCC(NC(=O)c2c(F)cccc2F)C1=O (stereo unspecified)	-1.8	6.0
COc1ccc([C@H](C#Cc2ccccc2)CC(=O)O)cc1OC1CCCC1	1.6	4.5
C=CCN(CC#Cc1ccccc1)Cc1ccc(OC)cc1	-3.3	-0.3
Cc1ccc(C2=CCN(C)C(=O)N2c2ccc(Cl)cc2)cc1	8.1	1.4
Cc1cc(C)cc(C(=O)OCCCN(C)C2CN(Cc3cn(Cc4ccc([N+](=O)[O-])cc4)nn3)S(=O)(=O)C2)c1 (stereo unspecified)	-10.1	-1.0
CCCCN1CCN(C(=O)C2CCN(S(=O)(=O)c3ccc4[nH]c(=O)oc4c3)CC2)CC1	-4.8	0.9
COc1ccc(-c2noc(C3CCCN(C(=O)Nc4ccc5c(c4)OCO5)C3)n2)cc1 (stereo unspecified)	15.8	0.1
O=C(CN1C(=O)C2(OCCCO2)c2ccccc21)NCc1ccc(F)cc1	-4.8	1.1
COC(=O)[C@]12C[C@H](CC(=O)NCC3CCCCC3)C(=O)N(Cc3ccc(Cl)cc3Cl)C1=C[C@H](COCc1ccccc1)O[C@@H]2C	-3.8	15.3
COc1ccc(/C=C/S(=O)(=O)NCCc2ccccc2)c(CNC(=O)OC(C)(C)C)c1	1.0	10.7
O=C(Nc1ccccc1)N1CCN(Cc2nc3ccccc3c(=O)[nH]2)CC1	-8.2	-4.3
C[C@@H](CO)N(Cc1cn(Cc2ccccc2)nn1)S(=O)(=O)c1ccc(F)cc1Br	-6.0	-1.5
CCOC(=O)[C@]12CCCC=C1N(Cc1ccc(OC)cc1)C(=O)[C@@H]2CC(=O)N1CCCCC1	-3.0	7.4
COC(=O)c1ccc(S(=O)(=O)N2CCC(NC(=O)Cc3cccc(C)c3)CC2)cc1	5.0	-2.2
Nn1c(SCC(=O)N2CCOCC2)nnc1-c1cc(-c2ccc(F)cc2)n[nH]1	-5.4	-5.7
CC(=O)N1CCc2cc(S(=O)(=O)NC3CCN(C(=O)OCc4ccccc4)CC3)ccc21	8.1	-6.6
CC(Cl)C(=O)N1CCC(C(=O)NC2CCCc3ccccc32)CC1 (stereo unspecified)	6.4	-1.6
CCCCCCn1c(-c2ccc(Cl)cc2Cl)csc1=Nc1ccccc1	0.8	10.7
CC(C)C[C@H]1COc2cc(Br)ccc2S(=O)(=O)N1Cc1cn(Cc2ccco2)nn1	5.5	7.3
N#Cc1ccc(OC[C@@H](O)CN2CCC(C(O)(c3ccccc3)c3ccccc3)CC2)cc1F	-13.4	-0.2
C[C@@H]1CCCN1c1ccc2c(c1)O[C@H]1CCN(C1)S2(=O)=O	-7.1	-0.5
CC(C)N1Cc2nnn(Cc3ccccc3)c2-c2cc(N3CCCC3)ccc2S1(=O)=O	0.9	-0.9
O=C(NCc1ccc(C(=O)N2CCCC2)cc1)c1cccc(Br)c1	3.6	-2.3
S=c1[nH]nc(-c2cc(-c3ccccc3)n[nH]2)n1N=Cc1cccc(OCc2ccccc2)c1	-11.5	27.6
C#CCN1CC(N2CCN(CCO)CC2)CS1(=O)=O (stereo unspecified)	-5.9	-9.1
COc1cccc(-n2c(SCC(=O)NCCC3=CCCCC3)nc3n[nH]c(C)c3c2=N)c1	7.0	8.9

Molecules above that have an NH in an aromatic ring, in the order listed:
SMILES	PrPC surface inh	CCHFV vOTU inh
S=c1[nH]nc(-c2n[nH]c3c2CCC3)n1N=Cc1c2ccccc2cc2ccccc12	-9.9	7.2
Cc1ccc(-c2cc(-c3nnc(SCc4cccc5ccccc45)n3N)[nH]n2)cc1	-3.1	14.1
C/C(=N\NC(=O)Cc1cc(=O)[nH][nH]1)c1ccc([N+](=O)[O-])cc1	-18.2	7.9
COCCNC(=S)N(C)[C@H]1C[C@H]2c3[nH]c4c(-c5cccc(C)c5)cccc4c3CCN2C[C@H]1[C@H](C)O	-10.0	-10.7
Cc1ccc(-c2cc(C(=O)NN=Cc3cccc(OCc4ccccc4)c3)[nH]n2)cc1C	10.0	7.0
COc1ccc(C)cc1NC(=O)CSc1nnc(-c2n[nH]c3c2CCC3)n1N	-2.7	1.9
CCOC(=O)CN(C(=O)CSc1nnc2c(n1)[nH]c1c(C)cc(C)cc12)c1ccccc1	3.1	6.0
CCCCN1CCN(C(=O)C2CCN(S(=O)(=O)c3ccc4[nH]c(=O)oc4c3)CC2)CC1	-4.8	0.9
O=C(Nc1ccccc1)N1CCN(Cc2nc3ccccc3c(=O)[nH]2)CC1	-8.2	-4.3
Nn1c(SCC(=O)N2CCOCC2)nnc1-c1cc(-c2ccc(F)cc2)n[nH]1	-5.4	-5.7
S=c1[nH]nc(-c2cc(-c3ccccc3)n[nH]2)n1N=Cc1cccc(OCc2ccccc2)c1	-11.5	27.6
COc1cccc(-n2c(SCC(=O)NCCC3=CCCCC3)nc3n[nH]c(C)c3c2=N)c1	7.0	8.9

This is a subset; the hit share may differ from the screen's.
